Bioassay records as filed in PubChem.
S100A4 MyoIIA: inhibitors of S100A4-myosin IIA peptide binding, primary screen, biochemical, fluorescence polarization, TAMRA-MyoIIA peptide; Protein S100-A4 (Homo sapiens), P26447; inhibition, % at 10.7 µM; actives 0.14% (n = 360,000);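 active = mean inhibition of at least 70% across replicates, with every replicate also reaching that level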
Target sequence (P26447 whole entry, looked up): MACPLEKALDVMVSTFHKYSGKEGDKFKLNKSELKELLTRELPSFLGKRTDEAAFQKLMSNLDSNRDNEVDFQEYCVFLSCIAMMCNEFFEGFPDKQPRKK
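Material: human S100A4 monomer with TAMRA-labelled myosin IIA peptide; buffer or medium: HEPES pH 7.2 with CaCl2, KCl, NaCl, DTT, Triton; compound dosing: one concentration per compound; schedule: 5 min incubation before reading; benchmarks: neutral control DMSO, positive control TFP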
RAD52 inh: RAD52 DNA annealing inhibitors, primary screen, biochemical, FRET, single point, set 2. DNA repair protein RAD52 homolog (Homo sapiens), P43351. recombinant RAD52 DNA annealing, FRET fluorescence. inhibition, % at 18.7 µM. actives 0.46% (n = 360,000). AID 651710, 2012;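 active = every replicate showing at least 50% inhibition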
Target sequence (P43351 whole entry, looked up): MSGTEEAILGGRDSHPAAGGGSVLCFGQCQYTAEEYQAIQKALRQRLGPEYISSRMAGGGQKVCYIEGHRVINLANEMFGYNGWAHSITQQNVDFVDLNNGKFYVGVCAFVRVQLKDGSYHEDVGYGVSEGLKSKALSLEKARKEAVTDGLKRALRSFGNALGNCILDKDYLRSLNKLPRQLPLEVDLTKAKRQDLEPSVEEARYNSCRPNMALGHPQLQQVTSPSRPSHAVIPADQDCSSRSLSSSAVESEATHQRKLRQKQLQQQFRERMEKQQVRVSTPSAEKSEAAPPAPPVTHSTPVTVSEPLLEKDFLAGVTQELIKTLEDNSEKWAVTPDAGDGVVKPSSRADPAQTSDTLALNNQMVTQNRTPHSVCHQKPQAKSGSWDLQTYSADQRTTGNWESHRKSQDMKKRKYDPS
esBAF inh: Bmi1 luciferase reporter increase in mESCs, primary screen, esBAF inhibitor project, mouse ES cells, Bmi1 luciferase knock-in, single point; actives 2% (n = 350,000); AID 602393, 2012; 24 h; 100% = twice the neutral-well signal; reporter increase, % at 12.5 µM; in the data active = activation above about 40%;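 also: 0% = median of the plate's neutral control wells and 100% = double that signal; a rise in the Bmi1 reporter signal indicates esBAF inhibition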
FN deposit inh: inhibitors of fibronectin matrix deposition, primary screen, AH1F cells, Alexa488-fibronectin fluorescence, plate reader | AID 743247, 2014 | actives 0.086% (n = 350,000) | AH1F fibroblasts, overnight | inhibition, % at 12.6 µM;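 active = mean inhibition across replicates of 30% or more, regardless of how many single replicates reach that level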;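 also: positive control wells lacked labelled fibronectin entirely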
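material = AH1F fibroblast monolayer depositing Alexa488-labelled fibronectin into matrix | amount = 10000 AH1F cells/well | buffer or medium = DMEM plus 2% serum, read in PBS | incubation = 1 h cell adhesion before compound, then overnight fibronectin incubation | detection = fluorescence at 485 nm excitation, 525 nm emission | evaluation = percent inhibition as loss of matrix-bound fibronectin fluorescence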
EWS-Fli block: EWS/Fli-driven NR0B1 reporter inhibitors, primary screen, A673 cells, NR0B1 luciferase, luminescence, MLPCN library. viability-normalised. inhibition, % at 12.6 µM. actives 0.67% (n = 350,000);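 active = mean inhibition of at least 50% after viability correction, with every replicate also passing that limit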;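 also: firefly luciferase signal divided by Alamar Blue viability fluorescence both relative to DMSO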
E-sel inducer: E-selectin induction in HUVECs, primary screen, imaging, HUVEC, immunofluorescence imaging, single point. P16581. normalized: neutral wells 0, TNF-alpha wells 100. activation, % at 7.58 µM. actives 0.37% (n = 260,000). AID 686992, 2013;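 active = mean E-selectin-positive cell signal at least 10% of the positive control, reached in at least 60% of replicates, without over 20% cell loss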;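 also: in these data hits start at about 27%; measured in HUVEC primary endothelial cells; signal is the percent of cells scored E-selectin positive by PE staining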
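System: HUVEC, human umbilical vein endothelial cells; quantity: 3,000 cells/well; buffer or medium: EGM-2 medium, gelatin-coated wells; dosing: single-point compound dose; detection: immunofluorescence imaging; evaluation: % PE-positive cells; benchmarks: TNF-alpha, DMSO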
RAD54 inh: inhibitors of human RAD54 branch migration, primary screen, biochemical, fluorescence, single point; DNA repair and recombination protein RAD54-like (Homo sapiens), Q92698; RAD54 Holliday junction branch migration, FAM/BHQ fluorescence; inhibition, % at 10.4 µM; actives 0.14% (n = 360,000); AID 602329, 2012;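 active = mean normalized replicate activity at least 40 and at least half of replicates scoring 40 or more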;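 also: 0% = median of neutral control wells and 100% = median of positive control wells; inhibitors cause a drop in the FAM fluorescence signal; in these data hits start at about 50%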
XiGFP reactiv: activators of inactive X chromosome reactivation, primary screen, imaging, XiGFP fibroblasts, GFP high-content imaging, set 2; XiGFP mouse fibroblasts, % GFP-positive cells imaging, 3 d; cells co-treated with 5-aza-dC sensitizer; scaled so ellipticine positive control = 100%; activation, % at 7.58 µM; actives 0.055% (n = 360,000);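 active = mean normalized replicate activation at least 10% and every replicate at or above 10%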;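 also: 0% = median of on-plate neutral control wells and 100% = ellipticine 6 µM median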
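System: 68-5-11 XiGFP fibroblast line; Timing: 3 days compound exposure; Compound dosing: one concentration, pinned; Benchmarks: positive control ellipticine, 6 µM final; Buffer or medium: DMEM containing 5-aza-dC.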
* marks the source's active call; other numbers are inactive results; . = no result given; & = joins results of further samples.

Below each SMILES – RAD54 inh	E-sel inducer	esBAF inh	S100A4 MyoIIA	FN deposit inh	EWS-Fli block	XiGFP reactiv	RAD52 inh
O=C(C[C@H]1CC[C@H]2[C@@H](COC[C@H](O)CN2C(=O)c2ccc(F)cc2)O1)N1CCOCC1
→ -6	-0.1	-6	-67	-12	4	0.0	-132
COc1ccc(C)cc1NC(=O)C(CCS(C)(=O)=O)NC(C)=O (configuration not stated)
→ -6	-0.1	4	-6	0	-2	0.0	-14
Cc1ccsc1/C=N\NC(=O)CCc1c(C)n[nH]c1C
→ .	9.5	.	-3	2	-9	0.0	-9
CC(=O)Nc1ccc(CN2C(=O)C(C)(C)ON=C2c2ccc(C(F)(F)F)cc2)cc1
→ 7	.	-14	1	4	9	0.0	8
O=C(NC1CCC(O)CC1)c1ccc(-c2ccc([N+](=O)[O-])cc2)o1 (configuration not stated)
→ .	0.1	.	-2	3	-29	0.0	-6
CN(Cc1ccccc1)C(=O)c1[nH]cnc1C(=O)Nc1ccccc1F
→ -6	-0.2	4	-3	7	-1	0.2	-4
N#Cc1ccccc1S(=O)(=O)N1CCN(CC(O)c2ccccc2)CC1 (configuration not stated)
→ .	-1.6	.	7	-1	-3	-0.2	-17
CCn1c(C(C)NC(=O)c2cccs2)nc2ccccc21 (configuration not stated)
→ 2	0.2	-5	-5	-5	-7	0.3	-8
Cc1cc(C(=O)Nc2cccc3c2O[C@H](CN(C)C)[C@@H](C)CN([C@H](C)CO)C3=O)n(C)n1
→ 10	-0.2	-1	10	8	-8	0.1	2
N#C[C@H]1[C@@H](c2ccc(C#Cc3ccc(F)cc3)cc2)[C@H](CO)N1C(=O)Nc1ccc(F)cc1
→ -8	0.6	6	-2	16	17	0.4	-29
Cc1cccc(-c2ccc([C@H]3[C@@H](CO)N4C(=O)CN(C(=O)NC5CCCCC5)C[C@@H]34)cc2)c1
→ .	1.3	.	-11	.	-3	0.1	-11
CCOc1ccc(C(CC(=O)O)NC(=O)c2cccs2)cc1OC (configuration not stated)
→ .	-0.1	.	0	6	8	0.0	-2
CC=Cc1ccc2n(c1=O)C[C@H]1[C@H](CO)[C@@H](C(=O)NCC3CC3)N(CCC)[C@@H]21 (mixture of isomers)
→ .	0.2	.	-37	.	-8	0.0	-32
C[C@@H]1CN([C@H](C)CO)C(=O)c2cccc(NS(=O)(=O)c3cn(C)cn3)c2O[C@@H]1CN(C)Cc1ccc(Oc2ccccc2)cc1
→ -13	0.0	2	1	-2	0	0.2	4
COc1ccccc1NC(=S)N1CCN(c2cccc(C)c2C)CC1
→ -17	.	-6	8	-5	10	0.0	-15
CCc1ccccc1NC(=O)c1ccccc1N1C(=O)C2C3C=CC(C3)C2C1=O (configuration not stated)
→ -4	-0.1	1	4	-2	4	0.1	-14
COc1ccccc1S(=O)(=O)N(C)C[C@@H]1Oc2ncc(-c3ccc(C)cc3)cc2C(=O)N([C@H](C)CO)C[C@@H]1C
→ 6&2	0.0	-1&-6	-1&2	7	9&4	-0.1&0.1	-6&-8
CC(=O)c1cccc(NC(=S)NCCCCc2ccccc2)c1
→ -1	-0.1	-4	8	4	2	-0.1	-11
Cc1ccccc1N(CC(=O)NC1CCCC1)C(=O)C1(C)CC(=O)N=C2C=CC(Cl)=CN21 (configuration not stated)
→ -15	2.7	-1	-13	-5	-1	0.5	-11
COc1ccccc1N1C(=O)CC(Sc2n[nH]c(-c3cccc(C)c3)n2)C1=O (configuration not stated)
→ 2	.	-1	.	10	.	0.3	.

An excerpt from above in order of the esBAF inh value, highest first:
compound	esBAF inh
CN(Cc1ccccc1)C(=O)c1[nH]cnc1C(=O)Nc1ccccc1F	4
COc1ccccc1N1C(=O)CC(Sc2n[nH]c(-c3cccc(C)c3)n2)C1=O (configuration not stated)	-1
COc1ccccc1NC(=S)N1CCN(c2cccc(C)c2C)CC1	-6

Later entries:
Below each SMILES – RAD54 inh	E-sel inducer	esBAF inh	S100A4 MyoIIA	FN deposit inh	EWS-Fli block	XiGFP reactiv	RAD52 inh
COC(=O)[C@]12CCCCC=C1N(Cc1cccc3ccccc13)C(=O)[C@H](CC(=O)N1CCC(c3ccccc3)CC1)C2
→ .	-0.1	.	5	5	-5	0.3	-11
C[C@@H]1CCCCO[C@@H](CN(C)C(=O)c2ccccc2)[C@@H](C)CN([C@H](C)CO)C(=O)c2cc(NC(=O)Nc3ccc4c(c3)OCO4)ccc2O1
→ 10	0.0	4	-5	.	-2	0.3	1
C=CCN=C1NC(c2cccc(Cl)c2)C(C(=O)OC)=C(C)N1Cc1ccc(C(F)(F)F)cc1 (configuration not stated)
→ .	1.0	.	1	9	14	0.2	-35
Cc1ccc(C)c(OCC(O)CN2CCC(Cc3ccccc3)CC2)c1 (configuration not stated)
→ 15	.	-2	-3	-4	31	0.3	19
COc1ccccc1NC(=O)COC(=O)c1ccc2c(=O)n3c(nc2c1)CCC3
→ -3	0.1	3	-2	-7	23	-0.2	11
BrC(/C=C\c1ccccc1)=N/Nc1nc(N2CCOCC2)nc(N2CCOCC2)n1
→ .	.	.	2	-9	5	0.1	-6
C[C@H](NC(=O)c1ccccc1)C(=O)OCC(=O)Nc1sccc1C(N)=O
→ 2	-0.4	1	-3	3	-5	0.1	-17
COc1ccc(NC(=O)Nc2ccc3c(c2)C(=O)N([C@@H](C)CO)C[C@@H](C)[C@@H](CN(C)C(=O)NC2CCCCC2)OCCCC[C@@H](C)O3)cc1
→ -4	0.1	10	13	.	-8	-0.3	-32
C/C(=N\Nc1ccc(S(=O)(=O)Nc2ccccc2)cc1[N+](=O)[O-])c1ccncc1
→ .	.	.	2	-9	6	-0.1	-10
COc1cc(-c2c(NC(=O)c3ccco3)oc3ccc(Cl)cc3c2=O)cc(OC)c1OC
→ 0	-0.1	12	1	-9	-4	0.1	-6
O=C(O)c1cccc(NC(=O)c2ccccc2NC(=O)c2ccco2)c1
→ -6	.	-7	-2	.	-6	.	-5
CCC(=O)N1[C@H](CN(C)C(C)=O)[C@H](c2ccc(-c3cccc(F)c3)cc2)[C@@H]1CO
→ 1	0.2	-5	.	1	6	0.0	.
O=C(N/C(=C/c1ccccc1)C(=O)N1CCCCCC1)c1ccccc1
→ .	.	.	1	-7	2	0.0	-11
CCN(CC)S(=O)(=O)c1ccc(-c2cc(C(=O)OC)sc2C(F)(F)F)cc1
→ -4	0.3	.	-3	1	-2	0.0	-15
Cc1cc(C)c(S(=O)(=O)Nc2cc(C)on2)c(C)c1
→ -9	-0.1	-3	-7	-5	-4	-0.1	-24
COc1ccc2c3c([nH]c2c1)[C@H](CO)N(Cc1cc(F)ccc1F)CC31CN(C(=O)C2CCC2)C1
→ .	-0.1	.	10	-1	8	0.0	-8
C[C@@H]1CN([C@H](C)CO)C(=O)CCCn2nncc2CO[C@H]1CN(C)C(=O)Cc1ccccc1
→ -1&-1	-2.5&-0.1	0&0&-3	-1&-2	0&-14	3&-1&4	0.4&0.0	-21&-1
COc1ccc(CN(C)C[C@H]2Oc3ccc(NS(=O)(=O)c4ccccc4)cc3CC(=O)N([C@@H](C)CO)C[C@H]2C)cc1
→ 3	-0.1	-2	0	.	-4	0.0	7
O=C(NC1CCOCC1)C1CCC(=O)N(Cc2cccc(C(F)(F)F)c2)C1 (configuration not stated)
→ .	.	.	-7	-12	-8	0.1	-11
C=CCOc1ccc(CNc2ccc3[nH]c(=O)[nH]c3c2)cc1OC
→ .	0.1	.	3	4	-7	0.0	11
O=C(O)c1ccc2c(c1)S(=O)(=O)c1cc(N3CCN(c4ncccn4)CC3)ccc1C2=O
→ -4	2.5	15	0	9	-12	0.6	-57
C[C@@H]1CN([C@@H](C)CO)C(=O)c2cc(Br)cnc2O[C@H]1CN(C)C(=O)c1cccc(F)c1
→ -2&8	0.2&-0.1	-6&-2	13&-3	5	-11&-8	0.0&-0.3	-7&-1
CCSc1ccccc1C(=O)NC1CCCCC1
→ .	.	.	-5	-2	6	0.0	-20
Clc1cccc(OCCCCCN2CCOCC2)c1
→ -1	.	-3	-1	-6	-10	0.2	-4
CCOC(=O)c1ccc(S(=O)(=O)N2CCN(S(=O)(=O)CC)CC2)cc1
→ 8	-0.4	15	.	-4	.	.	.
NC(=O)CC(NC(=O)Cc1ccc(Cl)cc1)c1ccc(NC2CCN(Cc3ccccc3)CC2)c([N+](=O)[O-])c1 (configuration not stated)
→ 1	0.6	8	1	24	25	0.0	9
CC(O)CNCCCOc1ccccc1OCc1ccccc1 (configuration not stated)
→ .	.	.	-1	2	-3	0.1	-12
O=C(NCC[C@@H]1CC[C@@H](NC(=O)c2cccnc2)[C@H](CO)O1)Nc1ccc(C(F)(F)F)cc1
→ 12	-0.2	54*	-12	-4&0	-79	-0.2&0.0	47
CCC1Nc2ncnc(N3CCOCC3)c2N(Cc2ccc(C)cc2)C1=O (configuration not stated)
→ -4	-0.5	0	-9	-8	-2	0.0	-20
Cc1c(-c2ncn[nH]2)sc(C#N)c1-c1ccccc1
→ -5	.	1	4	-5	7	0.0	-24
COCC#Cc1cnc2c(c1)C(=O)N([C@H](C)CO)C[C@H](C)[C@H](CN(C)Cc1ccccc1)O2
→ -8	0.2	-1	0	-15	3	-0.1	10
CSc1ccccc1C(=O)OCC(=O)Nc1ccc(N2CCOCC2)cc1
→ .	-1.3	.	-4	5	-25	0.1	0
COc1ccccc1C(=O)COC(=O)CN1C(=O)NC2(CCCC2)C1=O
→ .	-2.1	.	93*	-2	0	0.3	-16
COc1ccc2c3c(n(C)c2c1)[C@H](CO)N(C)CC31CCN(S(=O)(=O)c2cccc(F)c2)CC1
→ .	0.0	.	-5	13	-6	0.1	14
Cc1c(NCc2cccnc2)cccc1C(=O)O
→ 4	0.0	1	2	-4	-4	0.1	-5
CO[C@@H]1CN(C)C(=O)c2ccc(NC(=O)c3ccc(F)cc3)cc2OC[C@H](C)N(C(C)=O)C[C@H]1C
→ -1	0.0	3	15	0	-11	2.2	3
COc1cc(C(=O)N2CCC(C(N)=O)CC2)ccc1OCc1c(C)noc1C
→ .	-0.2	.	-9	0	0	-0.1	-6
CCCCOc1ccc(C(O)C(CN2CCCCC2)c2ccccc2)cc1 (configuration not stated)
→ .	.	.	-1	.	1	0.0	-4
CCOc1ccc(C(=O)Nc2nnc(SCC(=O)NCC3CCCO3)s2)cc1 (configuration not stated)
→ 1	0.0	.	-2	6	65*	0.0	-16
O=C(O)C[C@@H](CNC(=O)COc1ccc2ccc(=O)oc2c1)c1ccc(Cl)cc1
→ -2	.	-4	-3	-10	3	0.0	-5
O=C(NCc1ccco1)c1ccc(COc2cc(Cl)ccc2Cl)cc1
→ 0	-0.1	.	.	-8	.	-0.1	.
